Screens as filed in PubChem BioAssay.
Sm TGR inh: inhibitors of Schistosoma mansoni thioredoxin glutathione reductase; Q962Y6; purified TGR, DTNB reduction, TNB absorbance 405 nm; Potency, µM (highest dose often 114 µM), for inactives: top-dose activity change, negative = inhibition, usual class: inhibitors; 3% of 360,000 active; AID 485364; further: potency means the concentration at half of the fitted maximal effect; nearly all actives have a fitted effect of over 60% in size
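Kinetic colorimetric format: TGR-catalysed, NADPH-driven DTNB reduction monitored via TNB absorbance. Enzyme dispensed at 20 nM; compound exposure 15 min at room temperature before reaction start.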
AmpC detergent: inhibitors of E. coli AmpC beta-lactamase with detergent; P00811; AmpC hydrolysis of nitrocefin, absorbance 480 nm, 0.01% Triton; Potency, µM (series often up to 114 µM), for the others: at the top dose activity change, negative = inhibition, hits mostly inhibitors; 0.041% of 370,000 active; AID 485294;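 further: potency means the concentration at half of the fitted maximal effect; 0% = no-compound wells and -100% = no-enzyme wells; nearly all actives have a fitted effect of over 25% in size; some results filed as inactive show a strong effect at the top dose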
Target sequence (P00811 whole entry, looked up): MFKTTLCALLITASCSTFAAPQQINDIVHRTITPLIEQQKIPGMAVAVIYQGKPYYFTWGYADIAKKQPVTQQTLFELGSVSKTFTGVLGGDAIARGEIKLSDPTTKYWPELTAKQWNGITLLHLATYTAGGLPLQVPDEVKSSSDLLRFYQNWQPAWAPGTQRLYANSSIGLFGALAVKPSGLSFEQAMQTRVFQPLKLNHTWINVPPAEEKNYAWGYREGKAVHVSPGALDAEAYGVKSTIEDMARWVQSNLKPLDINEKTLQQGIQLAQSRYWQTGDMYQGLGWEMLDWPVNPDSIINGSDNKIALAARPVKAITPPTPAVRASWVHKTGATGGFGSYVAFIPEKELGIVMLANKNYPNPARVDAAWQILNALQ
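20 mM phosphate pH 7.0 + 0.01% (detergent screen) or 0.0001% Triton X-100; 5.3 nM AmpC reagent; cpd preinc 15 min RT; nitrocefin (800 uM stock) to start; A480 q20 s × 4 min; Activity was normalised to no-enzyme and no-compound control wells.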
Giardia FBPA inh: inhibitors of Giardia lamblia fructose-1,6-bisphosphate aldolase; A8B2U2; purified Giardia FBPA; Potency, µM (series often up to 59.6 µM), inactives show top-dose activity, negative = inhibition, most hits filed as inhibitors; 0.71% of 290,000 active; further: potency means the concentration at half of the fitted maximal effect; nearly all actives have a fitted effect of over 55% in size
Target sequence (A8B2U2 whole entry, looked up): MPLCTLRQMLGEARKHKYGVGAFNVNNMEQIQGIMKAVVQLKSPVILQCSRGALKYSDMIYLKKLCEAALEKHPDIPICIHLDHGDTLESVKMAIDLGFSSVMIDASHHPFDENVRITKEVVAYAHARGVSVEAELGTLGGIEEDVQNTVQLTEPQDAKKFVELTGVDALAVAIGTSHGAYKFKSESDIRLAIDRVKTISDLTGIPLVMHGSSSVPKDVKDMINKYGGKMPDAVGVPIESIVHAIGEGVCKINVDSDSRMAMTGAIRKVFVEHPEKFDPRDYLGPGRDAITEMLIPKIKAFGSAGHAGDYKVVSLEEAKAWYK
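40 nM FBPA preincubated 10 min at RT with compound (up to 57.5 uM final), then substrate plus GAPDH/TPI/NAD/arsenate coupling and diaphorase/resazurin added. Fluorescence read after 20 min at RT, 525/598 nm.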
AmpC no deterg: blocks E. coli AmpC beta-lactamase in detergent-free assay; 0.52% of 330,000 active; AmpC nitrocefin hydrolysis, absorbance 480 nm, 0.0001% Triton; P00811; Potency, µM (titrated, usually from 57.1 µM), without a hit: at the top dose activity change, negative = inhibition, usual class: inhibitors;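 further: potency means the concentration at half of the fitted maximal effect; plate controls were no compound for no effect and no enzyme for full effect; nearly all actives have a fitted effect of over 20% in size; some results filed as inactive show a strong effect at the top dose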
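AmpC (5.3 nM in the dispensed reagent) in 20 mM phosphate pH 7.0 with 0.01% (detergent screen) or 0.0001% Triton X-100 was preincubated with compounds for 15 min at room temperature. Nitrocefin was then added from an 800 uM solution, and hydrolysis was followed at 480 nm.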
HCMV antiviral: blocks human cytomegalovirus replication; 4.5% of 410,000 active; AID 1259415; HFF cells, HCMV-luciferase reporter, 72 h; stronger effect = lower value; activity change, negative = inhibition, % at 57.5 µM; in the data active means activity change below about -60%; inconclusive means no clear call, values can overlap the other calls; inactive means above about -39%
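Luciferase read-out from HCMV-luciferase-infected HFFs (MOI 1 PFU/cell) 72 h post infection at 37C; compounds added after 16 h cell attachment; activity normalized between buffer-only basal and Salinomycin (10uM) inhibitor controls.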
AMA1 RON2 block: inhibitors of Plasmodium falciparum AMA1-RON2 interaction; AlphaScreen AMA1-biotinylated RON2 peptide binding; Potency, µM (highest dose often 58.2 µM), for inactives: top-dose activity change, negative = inhibition, actives largely listed as inhibitors; 0.2% of 360,000 active; AID 720542;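 further: potency means the concentration at half of the fitted maximal effect; 0% = vehicle wells and -100% = peptide control; nearly all actives have a fitted effect of over 45% in size; some results filed as inactive show a strong effect at the top dose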
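AMA1 (3D7) with his tag at 25 nM final met compounds first, then biotinylated RON2 peptide at 25 nM; detection used donor plus acceptor beads, 10 µg/mL apiece, read by AlphaScreen after 30 min at room temperature.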
An asterisk follows results filed as active; ? = inconclusive; · = not tested or not shown; & = joins results of further samples; [ ] = dose if it differs, or a comment. Unless noted, the call rests on the fitted dose curve; in most records, active means well fitted curve in the direction sought with a large enough effect; inconclusive means small, poorly fitted or top-dose-only effect, or another doubt; inactive means no such curve, though single readings can be large; an effect the other way counts as inactive or inconclusive. Unless noted, on the % scale 0 is the no-effect control and ±100 the full control effect.

SMILES | Sm TGR inh | AmpC detergent | Giardia FBPA inh | AmpC no deterg | HCMV antiviral | AMA1 RON2 block
CCOc1ccc(NC(=O)N(C)CCc2c(C)nn(C)c2C)cc1 | 1.5% | 16.5% | · | · | 21.6 | ·
O=[N+]([O-])c1cccc(C2Nc3cccc4cccc(c34)N2)c1 | 35.5µM* | -12.5% | ? | -41.8% | -22.1 | -1.7%
Cc1cn2c(=O)cc(COc3ccc(NC(=O)c4ccc(C(C)(C)C)cc4)cc3)nc2s1 | -7.5% | -10.8% | · | · | -20.1 | ·
CCC1CCC2(CC1)NC(=O)N(CC(=O)NCc1ccc(Cl)cc1)C2=O (centres undefined) | · | · | · | -9.5% | 0.2 | -2.8%
COc1ccc(C2CC(=O)Nc3ccccc3S2(=O)=O)cc1OC (centres undefined) | -11.8% | ? | ? | 9.7% | ? | -12.2%
O=C(NC(=S)NCc1ccccc1)C1CC1 | -15.2% | 5.6% | 1.4% | -18.8% | ? | -3.2%
Cc1ccc(CSCC(=O)N2CCCC2)cc1 | -5.3% | 0.3% | -0.7% | -11.4% | 0.5 | -9.4%
Cc1ccc(/C=N/NC(=O)c2cccs2)s1 | 2.4% | -11.2% | -1.5% | -29.1% | 37.5 | -4.1%
COc1ccccc1NC(=O)Cn1c([N+](=O)[O-])cnc1C | -4.5% | ? | 7.6% | -11.8% | -7.4 | -4.2%
CCOC(=O)CCn1nc(-c2ccccc2)cc1N | 8.5% | -0.6% | 5.3% | 3.4% | -1.1 | 17.8%
CC(C)C(NC(=O)c1ccccc1)C(=O)N/N=C\c1ccco1 (centres undefined) | -23.0% | ? | 2.6% | -12.4% | 1.4 | -0.5%
O=C(CN1CCSCC1)N/N=C/c1ccc(F)c(F)c1 | 1.6% | 5.3% | ? | 0.6% | 24.9 | 0.0%
Cc1cccc(N2C(=O)C3C4C=CC(C5CC45)C3C2=O)n1 (centres undefined) | -3.4% | 0.1% | 6.2% | -11.7% | 27.2 | -29.1%
COc1ccc(NC2CCCN(C(=O)CCc3cccc(F)c3)C2)cc1 (centres undefined) | -21.6% | 12.3% | · | 69.2%[activator] | 5.9 | -27.3%
CCOC(=O)C1C(c2ccc(O)c(O)c2)NC(=S)NC1(O)C(F)(F)F (centres undefined) | -8.0% | ? | -26.2% | -15.0% | -6.3 | -3.7%
Cc1ccc2oc(=O)c3cnn(CC(=O)NC4CCN(Cc5ccccc5)CC4)c3c2c1 | ? | -6.2% | 5.4% | -11.6% | 0.6 | 2.4%
O=C(Nc1ccc2oc(=O)ccc2c1)c1ccc(-c2cccc([N+](=O)[O-])c2)o1 | 50.1µM* | 2.1% | 18.4% | -35.5% | -39.0 | 7.2%
Cc1c(OC(C)C(=O)NCCN2CCOCC2)ccc2c3c(c(=O)oc12)CCCC3 (centres undefined) | -21.2% | ? | · | 147.9%[activator] | ? | -14.8%
CN(CC(=O)Nc1cccc(F)c1)C(=O)c1cc(S(=O)(=O)N(C)C)ccc1N1CCCC1 | -2.4% | -6.3% | · | 30.1% | 65.1 | -12.6%
COc1ccc(CCNC(=O)CCNS(=O)(=O)c2cccc3nsnc23)cc1OC | 0.5% | 3.7% | 0.5% | -7.8% | 43.5 | -7.9%
COc1ccc(N2CCN(S(=O)(=O)c3cccs3)CC2)cc1 | -15.4% | ? | 10.5% | -26.5% | -9.1 | -24.3%
Cc1ccc(COc2ccsc2C(=O)O)cc1 | 0.0% | 2.4% | 19.5% | -3.1% | 15.1 | 0.0%
CC(=O)C1=C(C)NC(=O)NC1c1cccc(O)c1 (centres undefined) | -0.3% | -1.1% | 10.5% | -10.5% | -1.3 | -7.7%
Cc1ccc2[nH]c3c(=O)n(CC(=O)NCCc4ccc(Cl)cc4)ncc3c2c1 | -5.6%&14.3% | 2.0%&0.1% | 6.5% | -14.9% | -39.8&8.1 | -2.4%
CCC(=O)Nc1cccc(NC(=S)NC(=O)c2ccc(Cl)cc2)c1 | -18.0% | ? | ? | -26.0% | -11.6 | 12.3%
CCCSc1nnc(NC(=O)Nc2ccccc2)s1 | -24.6% | ? | 1.6% | -22.0% | -99.4* | -0.1%
CN(C)S(=O)(=O)N1CCc2ccc(NC(=O)C3CCCO3)cc2C1 (centres undefined) | -13.0% | 0.7% | -4.8% | -13.1% | · | -9.7%
CC(=O)c1cccc(-n2c(=O)c3c4c(sc3n(CC(=O)Nc3ccccc3F)c2=O)CN(C(C)=O)CC4)c1 | 1.1% | 17.9% | · | · | 3.9 | ·
COc1cc2[nH]c(C(=O)Nc3ccc4c(c3)OCCO4)cc2c(OC)c1OC | 5.1% | 1.3% | · | -34.3% | -35.9 | -5.4%
COC(=O)c1ccc(COC(=O)c2c(C)nn(Cc3ccccc3Cl)c2Cl)o1 | 0.8% | 7.0% | 17.9% | 28.0% | · | -8.7%
CCOC(=O)C1CCCN(C(=S)Nc2ccc(S(=O)(=O)N3CCOCC3)cc2)C1 (centres undefined) | · | · | · | -3.7% | ? | 2.2%
COc1ccc(NC(=O)Cc2c(C(=O)O)[nH]c3ccccc23)cc1OC | -0.3% | 13.7% | · | · | 15.5 | ·
c1ccc(-c2ccnc3ncnn23)nc1 | · | -0.6% | -1.9% | -14.2% | 33.2 | -3.0%
CC(C)(C)c1nc(CN2CCCCC2)cc(CN2CCCCC2)c1O | ? | -8.6% | 3.9% | 17.6% | 3.2 | -13.1%
Cc1sc(NC(=O)c2ccc(=O)n(C)n2)nc1-c1ccccc1 | 4.0% | -5.0% | -4.7% | 138.9%[activator] | -26.9 | 5.7%
CC(=O)SCC(Cc1ccccc1)C(=O)NCC(=O)OCc1ccccc1 (centres undefined) | -8.9% | -5.6% | 2.5% | -13.3% | · | ·
Cn1nnnc1Sc1ncnc2scc(-c3cccc(F)c3)c12 | -9.7% | -4.0% | · | -3.6% | ? | ·
O=C1/C(=C\c2ccc3ccccc3c2)CCCc2ccccc21 | 4.7% | -2.0% | -8.9% | -33.7% | -17.6 | -8.2%
COc1ccc(OCc2nnc(SCC(=O)Nc3ccccc3F)o2)cc1 | -7.7% | -2.3% | -1.4% | -32.6% | 0.5 | 2.7%
Nc1nc2c(s1)COc1ccccc1-2 | 0.0% | 6.1% | -6.9% | -17.0% | -28.2 | 15.4%
O=C1NC2(CCSC2)C(=O)N1CC(=O)N(Cc1ccccc1)C1CCS(=O)(=O)C1 (centres undefined) | 15.5% | 4.3% | 4.4% | 4.1% | -31.5 | 2.8%
COc1cccc(NC(=O)c2csc3c2CCCCC3)c1 | -0.6% | 14.3% | · | · | 81.1 | ·
CC(=O)c1cccc(CN2CCN(CC=C(C)C)C(CCO)C2)c1 (centres undefined) | 6.6% | 4.3% | 5.9% | -2.3% | -33.0 | 4.3%
COC(=O)c1sccc1S(=O)(=O)N1CCN(c2cccc(C)c2C)CC1 | -5.5% | 5.4% | · | · | -0.4 | ·
O=C(/C=C/c1cccc([N+](=O)[O-])c1)OC1CCCCC1=O (centres undefined) | 18.9% | ? | 0.9% | -6.0%[11.4 µM] | ? | -0.9%

In another format: results already given
> COc1cc2[nH]c(C(=O)Nc3ccc4c(c3)OCCO4)cc2c(OC)c1OC
  Sm TGR inh: 5.1%
  AmpC detergent: 1.3%
  Giardia FBPA inh: ·
  AmpC no deterg: -34.3%
  HCMV antiviral: -35.9
  AMA1 RON2 block: -5.4%

> COC(=O)c1ccc(COC(=O)c2c(C)nn(Cc3ccccc3Cl)c2Cl)o1
  Sm TGR inh: 0.8%
  AmpC detergent: 7.0%
  Giardia FBPA inh: 17.9%
  AmpC no deterg: 28.0%
  HCMV antiviral: ·
  AMA1 RON2 block: -8.7%

> CCOC(=O)C1CCCN(C(=S)Nc2ccc(S(=O)(=O)N3CCOCC3)cc2)C1 (centres undefined)
  Sm TGR inh: ·
  AmpC detergent: ·
  Giardia FBPA inh: ·
  AmpC no deterg: -3.7%
  HCMV antiviral: ?
  AMA1 RON2 block: 2.2%

Other results.
SMILES | Sm TGR inh | AmpC detergent | Giardia FBPA inh | AmpC no deterg | HCMV antiviral | AMA1 RON2 block
COC(=O)c1sc2nc(CN3CCN(c4cccc(C(F)(F)F)c4)CC3)[nH]c(=O)c2c1C | -25.4% | 2.1% | -6.4% | -9.7% | -27.2 | 6.6%
CCn1c(SCC(=O)Nc2nccs2)nnc1-c1ccccc1 | 2.4% | -1.3% | -4.1% | ? | -13.8 | 9.3%
O=C(Nc1ccc2c(c1)CCC2)Nc1ccccc1F | -2.9% | 0.4% | · | -58.4% | 111.1 | 18.2%
CCOC(=O)c1sc(N)nc1-c1ccccc1 | -1.8% | ? | -3.8% | -51.2% | -9.3 | 5.2%
CCOC(=O)c1c(C(C#N)C#N)cc(C)nc1C | 2.8% | -10.3% | -9.6% | -4.3% | -14.6 | -6.0%
CN1CCN(NC(=O)CN2C(=O)/C(=C/c3c(Cl)cccc3Cl)SC2=S)CC1 | -17.7% | 1.4% | -17.8% | 2.6% | -0.5 | 36.7%[activator]
COc1cc(OC)c(NC(=O)c2nn(C)c3c2COc2ccccc2-3)cc1Cl | 0.708µM* | -3.0% | · | · | -14.9 | ·
CCc1ccc(/C=c2\s/c(=C\C(=O)C(C)(C)C)[nH]c2=O)cc1 | 0.0% | 4.5% | -6.8% | -26.2% | 19.4 | -4.3%
O=C(NCc1ccccc1)C(c1ccccc1)N(C(=O)c1csnn1)c1ccc(F)cc1 (centres undefined) | -0.5% | -3.5% | 6.1% | -3.4% | -32.9 | -6.1%
O=C(O)c1ccc(Sc2nnnn2-c2ccccc2)c([N+](=O)[O-])c1 | ? | -3.6% | 19.1% | -18.8% | 20.2 | -0.7%
O=C1CC(c2ccco2)CC(O)=C1C=NCCN1CCN(C(=S)Nc2ccccc2)CC1 (centres undefined) | 0.0% | 0.4% | -3.3% | 62.1%[activator] | 13.4 | 36.0%[activator]
COC(=O)C(C)Sc1nc2c([nH]c3ccccc32)c(=O)n1-c1ccc(OC)cc1 (centres undefined) | 5.0% | -0.5% | · | · | 19.5 | ·
CC(C)Cc1nnc(NC(=O)CCC(=O)NC2CCCC2)s1 | -5.6% | -0.1% | · | -2.5% | 4.3 | -4.6%
Cc1ccc(-c2nc(Cn3c(SCc4ccc(F)cc4)nc4cccnc43)c(C)o2)cc1 | 0.8% | -4.5% | · | · | -5.1 | ·
Cc1ccc(Nc2nnc(SCC(=O)NC3CCS(=O)(=O)C3)s2)c(C)c1 (centres undefined) | 1.9% | -12.0% | -5.7% | -14.1%[11.4 µM] | -3.6 | -20.3%
COC(=O)c1cc(C(=O)N2CCN(C(=O)c3ccco3)CC2)cc([N+](=O)[O-])c1 | 6.1% | -2.2% | -4.7% | -6.7% | -0.6 | -0.9%
Cn1nnnc1SCC(=O)Nc1ncc(Cl)cc1Cl | -6.6% | 0.0% | · | -3.4% | -7.0 | 3.9%
